DNMT1 inh – DNMT1 (human) enzyme inhibition; actives 0.83% (n = 360,000); DNMT1 molecular beacon, Hinp1I cleavage, fluorescence; inhibition (reported as % activation of signal), % at 10 µM; in the data active = inhibition above about 50%
CendR NRP1 mod – modulators of CendR peptide binding to human neuropilin-1. FAM-RPARPAR peptide binding to NRP-1, fluorescence polarization. inhibition, % at 25 µM. actives 0.85% (n = 360,000). AID 602438;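 active = inhibition or corrected inhibition above about 18%, plus a signal ratio from 0.5 to 1.5, limit read from the data, passing the limit was not always enough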; also: strong numbers were not always called active
Target sequence (O14786 whole entry, looked up): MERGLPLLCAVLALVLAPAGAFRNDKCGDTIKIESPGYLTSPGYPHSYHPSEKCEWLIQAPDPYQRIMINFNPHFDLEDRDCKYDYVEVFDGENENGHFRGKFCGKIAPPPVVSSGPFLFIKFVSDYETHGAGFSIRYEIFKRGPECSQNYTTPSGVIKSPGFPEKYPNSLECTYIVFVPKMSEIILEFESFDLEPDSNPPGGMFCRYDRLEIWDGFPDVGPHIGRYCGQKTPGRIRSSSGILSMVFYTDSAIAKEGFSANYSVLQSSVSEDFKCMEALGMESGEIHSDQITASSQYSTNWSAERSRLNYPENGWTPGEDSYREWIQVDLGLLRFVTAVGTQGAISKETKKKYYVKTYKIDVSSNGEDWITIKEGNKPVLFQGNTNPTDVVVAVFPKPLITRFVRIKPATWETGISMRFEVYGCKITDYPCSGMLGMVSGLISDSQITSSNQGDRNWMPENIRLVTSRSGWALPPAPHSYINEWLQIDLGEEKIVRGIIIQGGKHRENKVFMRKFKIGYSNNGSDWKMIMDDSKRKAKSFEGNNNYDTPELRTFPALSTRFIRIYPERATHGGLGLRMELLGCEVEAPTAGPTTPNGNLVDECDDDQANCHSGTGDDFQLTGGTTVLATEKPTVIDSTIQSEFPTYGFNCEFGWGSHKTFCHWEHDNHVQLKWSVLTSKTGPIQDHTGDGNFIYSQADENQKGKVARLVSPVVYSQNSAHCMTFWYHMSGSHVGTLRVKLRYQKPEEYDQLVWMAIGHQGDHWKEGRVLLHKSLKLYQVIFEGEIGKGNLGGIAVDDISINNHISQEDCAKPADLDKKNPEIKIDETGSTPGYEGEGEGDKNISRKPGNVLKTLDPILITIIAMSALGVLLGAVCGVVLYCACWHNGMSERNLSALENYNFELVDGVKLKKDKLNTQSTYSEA
STEP block – blocks human striatal-enriched tyrosine phosphatase; recombinant STEP, OMFP fluorogenic substrate, fluorescence; actives 0.25% (n = 360,000); AID 588621; inhibition, % at 20 µM;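 active = inhibition at 20 µM, scaled per plate between control wells, above about 37%, limit read from the data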;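 also: 0% = DMSO with enzyme and substrate and 100% = substrate only without enzyme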
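Assay system: isolated STEP enzyme / Timing: 20 min at room temperature, dark / Doses: 20 µM, 1% DMSO / Technique: fluorescence intensity, excitation 480 nm, emission 540 nm / Reagent: fluorogenic phosphatase substrate OMFP at 25 µM final / Measure: percent inhibition scaled to no-enzyme and uninhibited-enzyme controls, plate-pattern corrected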
Scp-1 inhibitor – blocks human Scp-1 phosphatase activity; Q9GZU7; Recombinant Scp1, phosphopeptide, malachite green phosphate absorbance; inhibition, % at 20 µM; actives 0.88% (n = 340,000); AID 493091;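 active = inhibition above about 50% at 20 µM, limit read from the data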;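 also: plate controls were DMSO wells with enzyme for no effect and wells lacking enzyme for full effect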
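Assay system: SCP-1 catalytic fragment, aa 76-261 | Buffer or medium: Tris acetate buffer pH 5.5 with MgCl2 and Tween-20 | Compound: One concentration, 20 µM, with 1.0% DMSO | Also added: Phospho 17-mer peptide substrate | Signal: Absorbance at 630 nm | Incubation: 45 min enzyme reaction at room temperature | Measure: % inhibition of SCP-1 phosphate liberation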
bovine MsrA act – activators of bovine methionine sulfoxide reductase A. purified bovine MsrA, absorbance read-out. activation, % at 10.6 µM. actives 0.3% (n = 360,000); in the data active = activation above about 7.5%;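 also: 0% = vehicle and 100% = reference activator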
TbMetRS inhib – blocks T. brucei methionyl-tRNA synthetase activity | purified T. brucei MetRS, ATP depletion, Kinase-Glo luminescence | inhibition, % at 11.9 µM | actives 0.4% (n = 360,000) | AID 624268;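 active = inhibition above a per-plate cutoff of the control wells' mean inhibition plus 3 SD, cut at about 5.5% in these data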;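 also: 0% = DMSO wells median and 100% = median of wells with control inhibitor compound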
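Material – parasite MetRS enzyme · Medium – HEPES-MgCl2-KCl buffer plus DTT, spermine, BSA, pyrophosphatase · Reagent – ATP, methionine and E. coli bulk tRNA substrates · Times – 15 min enzyme-compound preincubation, 2 h reaction, 10 min detection, 25 °C · Measured by – luminescence of leftover ATP · Evaluation – percent inhibition relative to median high and low control wells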
eLon inh – inhibitors of E. coli Lon protease. P0A9M0. purified E. coli Lon protease, fluorescence polarization. inhibition, % at 7.94 µM. actives 0.42% (n = 360,000). AID 602123; in the data active = inhibition above about 13%, passing the limit was not always enough;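 also: 0% = enzyme with probe and DMSO and 100% = no enzyme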
SUMO1 PPI mod – alters human SUMO1 binding to SIM partners | P63165 | SUMO1 binding to a labelled peptide, TR-FRET, 1 h | inhibition, % at 20 µM | actives 0.33% (n = 360,000) | AID 602429; in the data active = inhibition above about 37%
Target sequence (P63165 whole entry, looked up): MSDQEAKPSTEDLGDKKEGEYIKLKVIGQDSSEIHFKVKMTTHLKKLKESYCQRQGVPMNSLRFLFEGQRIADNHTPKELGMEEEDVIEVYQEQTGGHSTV
LMPTP inh – LMPTP (human) inhibition | recombinant LMPTP-A, OMFP fluorogenic substrate, fluorescence intensity | inhibition, % at 20 µM | AID 651560 | actives 0.22% (n = 360,000) | P24666;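 active = compounds that cut the enzyme signal by at least half of the control window in the single-dose screen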;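 also: plate controls were DMSO wells with enzyme plus substrate for no effect and substrate without enzyme for full effect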
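Assay system: LMPTP-A enzyme. Input: 0.625 nM LMPTP-A final. Probe or stimulus: 400 µM OMFP. Compound dosing: single 20 µM dose. Schedule: 50 min dark incubation at room temperature. Detection: fluorescence intensity of OMFP turnover product. Read-out: percent inhibition versus substrate-only and uninhibited controls. Benchmarks: no-enzyme low control, uninhibited high control.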
MsrA inh – inhibitors of bovine MsrA | inhibition, % at 15.5 µM | purified bovine MsrA, absorbance read-out | actives 0.75% (n = 360,000); in the data active = inhibition above about 4.5%;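 also: 0% = vehicle wells with enzyme and 100% = reference inhibitor wells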
Starred values were filed as active, the others as inactive; . = no result given.

SMILES	DNMT1 inh	CendR NRP1 mod	STEP block	Scp-1 inhibitor	bovine MsrA act	TbMetRS inhib	eLon inh	SUMO1 PPI mod	LMPTP inh	MsrA inh
CN(C)CCN(C)C1CN(C2CCCC2)S(=O)(=O)C1 (stereo not drawn)	8	10	2	.	0	0.5	-2	3	-5.8	0.2
COc1ccc(N(C)S(=O)(=O)c2cccc(C(=O)Nc3cccc(C(=O)NC4CC4)c3)c2)cc1	-8	-14	6	0	-2	-0.3	-11	6	2.0	-0.4
Cn1c(=O)[nH]c(=O)c2c1nc(Br)n2CC(O)COCc1ccccc1 (stereo not drawn)	-1	9	-5	-7	-2	-0.8	-8	0	-2.7	-0.9
COc1ccc(S(=O)(=O)N2CCC(C(=O)NCc3ccccn3)CC2)cc1OC	1	2	-2	-2	-1	0.6	-8	0	-1.4	-0.9
COCCCN(C(=O)c1ccc(-c2ccc(C(C)=O)cc2)o1)c1c(N)n(CC(C)C)c(=O)[nH]c1=O	-4	-3	0	-4	-1	-0.5	-1	-27	-0.2	3.9
COc1ccc2nc(SCC(=O)NCC3CCCO3)c(C#N)cc2c1 (stereo not drawn)	0	12	0	-5	0	-0.2	17	-6	0.5	1.6
CNCc1ccccc1Sc1cc(O)ccc1O	-29	-11	0	1	-6	0.8	-3	-2	1.2	1.6
COc1cc(NS(=O)(=O)c2ccc(N/C=C\C(=O)c3ccc(F)cc3)cc2)nc(OC)n1	0	-14	5	-1	-6	-0.2	5	1	-1.1	2.0
CCC(=O)Oc1ccc(C2N(C(=O)CC)CCN2S(=O)(=O)c2ccc(C)cc2)cc1OC (stereo not drawn)	0	-9	-1	-8	-7	-1.4	-7	3	-0.3	0.3
CC(C)CC(N)c1csc(Nc2ncccn2)n1 (stereo not drawn)	6	15	1	.	1	-0.2	1	-3	-1.0	0.4
Cc1ccc(/C(C#N)=C\c2ccc(N3CCOCC3)o2)cc1	-7	-247	3	0	-7	0.8	-62	-23	-13	2.2
CNC(=O)c1ccc(-c2ccc(F)cc2)s1	-1	5	0	0	-7	0.0	3	-15	-1.8	0.1
O=C(CN1C(=O)NC(c2ccccc2)(c2ccccc2)C1=O)NC1CCCCC1	-1	-3	-1	-5	-1	-0.3	-1	1	-0.2	0.2
O=C(Nc1ccc2c(c1)oc1ccccc12)c1ccc(Br)o1	9	-4	0	15	-4	-0.7	-7	34	5.3	0.2
Cc1nn(C(C)C(=O)N/N=C/c2ccc(N(C)C)cc2)c(C)c1[N+](=O)[O-] (stereo not drawn)	6	4	1	8	-2	-0.4	5	1	0.5	1.0
CCOc1ccc(NC(=O)CN(C)CC(=O)NC(C)c2ccccc2)cc1OCC (stereo not drawn)	0	-6	10	-7	-1	-0.2	-14	0	-1.4	-0.2
COc1ccc(Cl)cc1N(CC(=O)NCCSCc1ccccc1)S(C)(=O)=O	-3	8	-1	-6	-1	0.3	-2	9	-2.0	0.5
Cc1ccc(Cn2c(NCCCn3ccnc3)nc3c2c(=O)n(C)c(=O)n3C)cc1	-3	8	10	-2	1	-0.6	-8	-2	-0.2	-0.4
CCN(C(=O)CCCCC(=O)N(CC)c1ccccc1)c1ccccc1	3	-2	0	-10	-2	-0.1	0	-1	-0.5	-1.1
COc1ccc(Cc2nnc(SC)[nH]c2=O)cc1	6	-3	-2	-2	-14	-1.9	-9	7	0.4	-1.3

Full records, looked up by structure. Screens in order: DNMT1 inh	CendR NRP1 mod	STEP block	Scp-1 inhibitor	bovine MsrA act	TbMetRS inhib	eLon inh	SUMO1 PPI mod	LMPTP inh	MsrA inh
CCN(C(=O)CCCCC(=O)N(CC)c1ccccc1)c1ccccc1 across the screens: 3	-2	0	-10	-2	-0.1	0	-1	-0.5	-1.1
Cc1ccc(Cn2c(NCCCn3ccnc3)nc3c2c(=O)n(C)c(=O)n3C)cc1 across the screens: -3	8	10	-2	1	-0.6	-8	-2	-0.2	-0.4
CCOc1ccc(NC(=O)CN(C)CC(=O)NC(C)c2ccccc2)cc1OCC (stereo not drawn) across the screens: 0	-6	10	-7	-1	-0.2	-14	0	-1.4	-0.2
COc1ccc(Cc2nnc(SC)[nH]c2=O)cc1 across the screens: 6	-3	-2	-2	-14	-1.9	-9	7	0.4	-1.3
COc1ccc(Cl)cc1N(CC(=O)NCCSCc1ccccc1)S(C)(=O)=O across the screens: -3	8	-1	-6	-1	0.3	-2	9	-2.0	0.5

The main list resumes; the 5 compounds before the break are reprinted first.
SMILES	DNMT1 inh	CendR NRP1 mod	STEP block	Scp-1 inhibitor	bovine MsrA act	TbMetRS inhib	eLon inh	SUMO1 PPI mod	LMPTP inh	MsrA inh
CCOc1ccc(NC(=O)CN(C)CC(=O)NC(C)c2ccccc2)cc1OCC (stereo not drawn)	0	-6	10	-7	-1	-0.2	-14	0	-1.4	-0.2
COc1ccc(Cl)cc1N(CC(=O)NCCSCc1ccccc1)S(C)(=O)=O	-3	8	-1	-6	-1	0.3	-2	9	-2.0	0.5
Cc1ccc(Cn2c(NCCCn3ccnc3)nc3c2c(=O)n(C)c(=O)n3C)cc1	-3	8	10	-2	1	-0.6	-8	-2	-0.2	-0.4
CCN(C(=O)CCCCC(=O)N(CC)c1ccccc1)c1ccccc1	3	-2	0	-10	-2	-0.1	0	-1	-0.5	-1.1
COc1ccc(Cc2nnc(SC)[nH]c2=O)cc1	6	-3	-2	-2	-14	-1.9	-9	7	0.4	-1.3
N#Cc1c(NC(=O)CSc2nnc(-c3ccccc3O)n2-c2ccccc2)sc2c1CCCC2	-8	0	2	-2	-4	0.0	-10	-1	-0.8	-0.7
C/C(=N\NC(=O)CNC(=O)c1cccnc1)c1cccc(O)c1	-3	4	0	-10	0	-1.1	1	0	-0.8	-0.9
C[C@H](NC(=O)[C@@H]1CCCN1C(=O)[C@@H]1CCCN1C(=O)c1ccccc1)c1ccccc1	.	10	.	.	-2	0.0	-2	1	-0.8	0.1
O=C(CSc1nc2ccccc2o1)Nc1nc2ccc(Br)cc2s1	-4	1	-2	-10	-3	-0.9	-12	5	-0.7	0.9
O=C(OCC(=O)N1CCc2ccccc21)c1ccccn1	0	0	2	-3	0	0.1	-7	3	0.7	-0.6
CC(=O)Oc1ccc(-c2nc(-c3cccnc3)no2)cc1	0	11	0	-15	4	-1.0	-4	-5	-1.7	-1.1
COC(=O)c1sccc1NC(=O)COc1ccc(F)cc1Cl	1	-6	-1	-7	-3	-0.8	-16	0	-0.6	2.0
COc1ccc(OC)c(C2SCCN2S(=O)(=O)c2cccc(C(F)(F)F)c2)c1 (stereo not drawn)	0	-1	0	-12	-1	-0.5	-5	-2	4.1	-0.4
Cc1nc(N2CCN(c3ccccn3)CC2)c2c(C)c(C(=O)Nc3c(F)cc(F)cc3Br)sc2n1	-10	-7	0	-6	-5	0.4	-13	-43	3.8	1.2
COCCN1C(=O)c2oc3ccccc3c(=O)c2C1c1ccc(C(=O)OC)cc1 (stereo not drawn)	0	-2	-3	0	-7	-0.8	-8	-3	-0.6	-1.4
Cc1ccc(S(=O)(=O)N(C)c2ccc(C(=O)NCc3ccccn3)cc2)cc1	2	6	0	2	-1	-0.4	-6	2	-0.2	0.9
COc1ccc(CN2CCNC(=O)C2CC(=O)N(Cc2nccn2C)C(C)C)c(OC)c1 (stereo not drawn)	0	-8	-1	-13	-2	-0.2	-6	-1	0.8	0.9
NC(=O)CSc1cn(Cc2ccc(F)cc2)c2ccccc12	2	4	-2	-11	-4	-0.6	-3	5	0.6	-0.1
CC(=NNS(=O)(=O)c1ccc(C)cc1)c1ccccc1	2	1	-2	.	-3	-0.3	-14	0	-1.0	0.7
CCOc1ccc2ccccc2c1C1NC(=S)N(C)C(C)=C1C(=O)OC (stereo not drawn)	-16	6	-2	-2	-4	-0.5	-4	-4	-0.6	1.5
O=S(=O)(O/N=C1\CCCc2ccccc21)c1ccc(Cl)cc1	1	8	3	-5	-3	-0.1	-5	0	-0.4	0.7
Cc1[nH]c2ccccc2c1C(=O)CSC(=S)N1CCN(C)CC1	-1	13	-2	-1	-3	0.0	1	5	0.9	0.4
CN1CCc2c(sc3c2c(=O)n(-c2ccccc2)c2nnc(SCc4ccccc4)n32)C1	-2	-15	-1	-1	-1	-1.0	-9	-17	3.7	0.6
CC(C)(C)OC(=O)CNC(=O)c1[nH]cnc1C(=O)N[C@@H](Cc1ccccc1)C(=O)OC(C)(C)C	-2	-8	0	-8	1	-0.2	19	6	2.7	0.7
COc1ccc(C(=O)NN2CCOCC2)cc1	0	8	0	-8	-2	-0.3	-8	7	-0.2	0.6
CN(C(=O)c1ccoc1)c1ccc2ccccc2c1	3	2	1	-2	-3	-0.3	-13	4	-1.1	-0.6
COc1ccc(NC(=O)c2cc(C3CCCCN3C(=O)CCc3ccccc3)on2)c(C)c1 (stereo not drawn)	-3	-3	2	.	-2	-0.3	-5	-2	0.2	-0.1
CNS(=O)(=O)c1cc(Nc2ncnc3sccc23)ccc1C	-5	0	-2	-4	-2	-0.4	-9	2	5.1	-0.9
Cc1c(-c2nn(C)c(=O)c3ccccc23)oc2ccc(F)cc2c1=O	19	1	5	4	-6	0.0	1	3	-1.4	.
Oc1c(I)cc(Cl)c2cccnc12	-7	5	2	-9	-13	-2.5	-5	0	4.1	-0.9
COc1ccc(CNC(=O)CN(Cc2ccco2)C(=O)CNS(=O)(=O)c2ccccc2)cc1	-1	-1	0	-2	-2	0.4	2	3	-0.2	-1.5
Cc1cc(C)cc(N2C(=O)C3CC=CCC3C2=O)c1 (stereo not drawn)	2	8	2	-2	-5	-0.9	-2	-5	-1.2	-0.6
Cc1cn([C@H]2C[C@H](O)[C@@H](/C=C/C(=O)NCCN3CCOCC3)O2)c(=O)[nH]c1=O	6	-5	-5	.	-5	-0.4	-8	3	-2.9	1.2
COc1ccccc1CNC(=O)C1CCC(CNS(=O)(=O)c2cccs2)CC1 (stereo not drawn)	-2	-10	0	8	-2	-0.1	-3	2	-0.5	-0.1
Cc1ccc(-n2nc3c(c2NC(=O)C(C)(C)C)CS(=O)(=O)C3)cc1	3	4	-2	-2	-1	-0.2	0	0	-0.9	.
Cc1ccccc1CCN1CCCC(CN(C)C(=O)C(=O)c2ccco2)C1 (stereo not drawn)	-2	3	0	-4	-10	0.5	3	1	-0.3	-1.3
COCCN(C(=O)CCN1C(=O)C2CC=CCC2C1=O)c1c(N)n(CC(C)C)c(=O)[nH]c1=O (stereo not drawn)	4	10	0	-8	-5	0.2	-6	6	-2.0	-0.4

Outcome played no part in choosing rows. About 4.3% of those tested had a hit in this group.
